MT stabilize HCS – microtubule stabilizers in HeLa cells. HeLa tubulin immunostaining HCS, 24 h; share of cells brighter than vehicle mean+2SD. % tubulin-high responders, % at 10 µM. 200,000 tested, 0.83% active. AID 2205;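 active = plate Z-score above 3 for both tubulin-high and condensed-nucleus cell shares, with cell loss under 80%, at 10 µM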;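 note: anti alpha tubulin signal scored within the nucleus-defined area of each cell; some results filed as inactive read as strong as hits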
Lipid droplet – modulators of hepatic lipid droplet formation; inhibition, % at 6.5 µM; AID 1656; AML12 mouse hepatocytes, oleate lipid droplets, BODIPY imaging; 240,000 tested, 0.4% active;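 active = lipid droplet intensity inhibited by at least 50%, with more than 500 cells counted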
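Material – AML12 mouse liver cells · Also added – oleate loading, 100 µM · Compound dosing – 6.5 µM single-point dosing · Times – overnight treatment with compound plus oleate · Measured by – fluorescence imaging, 20x objective, two fields per well · Read-out – percent inhibition of filter-corrected integrated lipid droplet intensity per well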
Myeloid diff MLP – compounds promoting myeloid differentiation. 360,000 tested, 1% active. ER-HoxA9 myeloid progenitors, lysozyme-GFP differentiation, flow cytometry. calls only at 10 µM. AID 624256;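 active = normalized GFP-positive differentiation at or above the plate's own cutoff, the solvent-only control mean plus 3 SD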;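 note: cells exposed to compound for four days before flow analysis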
b-catenin transl – alters nuclear translocation of beta-catenin in HeLa cells; 190,000 tested, 0.3% active; nuclear translocation activity, % at 5 µM; immunofluorescence imaging;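 active = nuclear translocation activity above 50% at 5 µM, with a well cell count of 50 or more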;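 note: per-cell ratio of nuclear to cytoplasmic median beta-catenin stain intensity; plate controls were DMSO negative control for no effect and GSK-3 inhibitor IX positive control for full effect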
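Read-out: Nuclear/cytoplasmic beta-catenin signal ratio, % activation | Assay system: Human HeLa cell line | Times: 24 h compound exposure at 37°C, 5% CO2 | Signal: Fluorescence imaging of beta-catenin antibody stain plus DAPI | Dosing: 5 µM primary, 0.02–20 µM confirmation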
PMI inhibitors – MPI enzyme activity inhibition – biochemical, fluorescence intensity, coupled assay, primary screen (AID 1209); purified PMI enzyme, coupled fluorescence intensity; higher % means a stronger effect; inhibition, % at 20 µM; hits with a dose series show IC50 in µM; 190,000 tested, 0.42% active; in the data active = inhibition above about 50%;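 note: plate controls were DMSO vehicle for no effect and wells lacking substrate for full effect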
TNAP activation fold – human TNAP enzyme activators, primary screen, biochemical, luminescent, no phosphate acceptor, uHTS (AID 1001); purified TNAP, luminescent activation assay, no phosphate acceptor; higher activation fold means a stronger effect; activation fold at 20 µM; hits with a dose series show EC50 in µM; 200,000 tested, 0.03% active; in the data active = activation fold from about 3, or a potency from the dose series; inactive = the rest, 99 in 100 with activation fold below about 1.6; note: many of its hits are not listed in these tables
Dynein transport – dynein cargo transport inhibition; 3617.4 mouse cells, GR-EGFP nuclear translocation imaging; test concentration mostly 20 µM; stimulated with dexamethasone, 1 µM; active compounds read low; z-score, hits read low; 220,000 tested, 0.47% active; AID 1381;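 active = plate z-score of nuclear minus cytoplasmic receptor signal below a set negative limit, without overly bright fluorescence or cell loss, cut at about -3.5 in these data, passing the limit was not always enough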;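 note: z-score of nuclear minus cytoplasmic ring GR-EGFP intensity difference per well; some compounds called inactive have numbers as strong as hits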
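Also added – dexamethasone, 1.0 µM final · Buffer or medium – tet-free, stripped-serum medium · Schedule – induction 48 h, compound 1 h, agonist 30 min · Detection – formaldehyde fixation, Hoechst nuclear stain, 10x automated fluorescence imaging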
Insulin prom up – MIN6 insulin promoter up-regulation; AID 1625; z-score at 5 µM; MIN6 insulin promoter-GFP reporter, high-content imaging; active compounds read high; 190,000 tested, 0.3% active;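 active = z-score above 3 at 5 µM with at least 500 cells counted in the well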
T cell modulator – modulates CD8 T cell binding to vesicles; 2C CD8+ T cell-vesicle binding, flow cytometry; active compounds read low; AID 2052; 330,000 tested, 0.068% active; calls only at 7 µM;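 active = response, share of CD8 T cells binding vesicles, and their 90th percentile fluorescence all below set limits, cut at about 80% in these data, passing the limit was not always enough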
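incubation = binding step 1.5 h, 37 °C, antibody labelling 20 min, ice | test system = 2C mouse CD8+ T cells | read-out basis = percent CD8+ FL2 mean versus row control | controls = Peptide-free naked vesicles (low) and QL9 vesicles with 0.7% DMSO vehicle (high) | detection = flow cytometry of vesicle-bound cells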
Dynein transport cytoplasmic EGFP – recorded beside Dynein transport, whose call it bears; z-score; measured here: cytoplasmic GR-EGFP intensity; active compounds read high
Dynein transport nuclear GR-EGFP – further read-out of Dynein transport, marked with its call; z-score; measured here: nuclear GR-EGFP intensity;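 lower value marks the stronger effect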
Dynein transport cell count – also measured in Dynein transport; calls as there; z-score; measured here: cell count per field
Insulin prom up cell count – also measured in Insulin prom up; calls as there; cell count; measured here: cytotoxicity, nuclei count;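 total cells summed across four imaged fields per well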
Lipid droplet cells 6.5 µM – second read-out of Lipid droplet, no call of its own (marks repeat the call); cell count; measured here: cell count, cytotoxicity flag;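 cells counted across two imaged fields per well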
b-catenin transl cell count 5 µM – further read-out of b-catenin transl, marked with its call; cell count; measured here: cell count, cytotoxicity flag
T cell modulator vesicle-bound % – further read-out of T cell modulator, marked with its call; double positive events, %; measured here: CD8+ vesicle-bound cell fraction;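 binding gate set so that unloaded-vesicle control wells show 10% double positive cells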
MT stabilize HCS Hoechst-high % – further read-out of MT stabilize HCS, marked with its call; % Hoechst-high responders; measured here: nuclear condensation Hoechst responders;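 share of cells brighter than vehicle mean plus two SD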
MT stabilize HCS cytotoxicity % – second read-out of MT stabilize HCS, no call of its own (marks repeat the call); toxicity, %; measured here: cytotoxicity by cell density;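 0% = mean cell density of plate MIN control wells and 100% = no cells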
Myeloid diff MLP GFP+ MAC1+ % – also measured in Myeloid diff MLP; calls as there; GFP+ MAC1+ double positive, %; measured here: differentiation confirmed by MAC1 staining
* = called active by the depositor.

For Oc1[nH]c2ccccc2c1N=Nc1nc2ccccc2s1 the results were MT stabilize HCS 2.8, Lipid droplet 14, Myeloid diff MLP inactive, PMI inhibitors -3%, TNAP activation fold 0.8, Dynein transport -0.98, T cell modulator inactive, Dynein transport cytoplasmic EGFP 2.4, Dynein transport nuclear GR-EGFP 0.67, Dynein transport cell count 1.2, Lipid droplet cells 6.5 µM 776, T cell modulator vesicle-bound % 34, MT stabilize HCS Hoechst-high % 1.7, MT stabilize HCS cytotoxicity % 4.6 and Myeloid diff MLP GFP+ MAC1+ % 0.9.
CCCn1c(-c2ccc(F)cc2)n[nH]c1=S was read as MT stabilize HCS 2.6, Myeloid diff MLP inactive, b-catenin transl -5.4, PMI inhibitors -6%, TNAP activation fold 0.7, Dynein transport -1.1, T cell modulator inactive, Dynein transport cytoplasmic EGFP -0.19, Dynein transport nuclear GR-EGFP -0.3, Dynein transport cell count 0.72, b-catenin transl cell count 5 µM 917, T cell modulator vesicle-bound % 17, MT stabilize HCS Hoechst-high % 1.8, MT stabilize HCS cytotoxicity % 9.7 and Myeloid diff MLP GFP+ MAC1+ % 2.0.
For COCCn1c(C)cc(C(=O)COC(=O)c2ccc3c(c2)NC(=O)CS3)c1C the results were MT stabilize HCS 2.6, Lipid droplet -9, Myeloid diff MLP inactive, b-catenin transl -2.0, PMI inhibitors -6%, TNAP activation fold 1.1, Dynein transport 1.5, Insulin prom up -0.28, T cell modulator inactive, Dynein transport cytoplasmic EGFP -0.099, Dynein transport nuclear GR-EGFP 1, Dynein transport cell count -1.4, Insulin prom up cell count 1385, Lipid droplet cells 6.5 µM 640, b-catenin transl cell count 5 µM 567, T cell modulator vesicle-bound % 30, MT stabilize HCS Hoechst-high % 1.1, MT stabilize HCS cytotoxicity % 4.2 and Myeloid diff MLP GFP+ MAC1+ % 0.4.
Screening CCOc1cc(NC(=S)NCCCN(C)C)c(OCC)cc1NC(=O)C1CC1 returned Lipid droplet 1, Myeloid diff MLP inactive, b-catenin transl -0.8, PMI inhibitors -7%, TNAP activation fold 1, Dynein transport -0.026, Insulin prom up 0.32, T cell modulator inactive, Dynein transport cytoplasmic EGFP -0.23, Dynein transport nuclear GR-EGFP 0.3, Dynein transport cell count 0.73, Insulin prom up cell count 1417, Lipid droplet cells 6.5 µM 766, b-catenin transl cell count 5 µM 977, T cell modulator vesicle-bound % 31 and Myeloid diff MLP GFP+ MAC1+ % 0.4.
For Nc1cnn(C2CCCO2)c(=O)n1 (stereo not drawn) the results were MT stabilize HCS 6.2, Lipid droplet -3, Myeloid diff MLP inactive, b-catenin transl -2.5, PMI inhibitors -10%, TNAP activation fold 1.1, Dynein transport -1.1, T cell modulator inactive, Dynein transport cytoplasmic EGFP -0.21, Dynein transport nuclear GR-EGFP -0.38, Dynein transport cell count 0.49, Lipid droplet cells 6.5 µM 717, b-catenin transl cell count 5 µM 1204, T cell modulator vesicle-bound % 12, MT stabilize HCS Hoechst-high % 3.6, MT stabilize HCS cytotoxicity % 12 and Myeloid diff MLP GFP+ MAC1+ % 5.1.
`Cc1cccc(C(=O)OCC(=O)Nc2ccc(N3CCCCC3)cc2)c1O` gave MT stabilize HCS 2.1, Lipid droplet 0, Myeloid diff MLP inactive, b-catenin transl -1.8, PMI inhibitors 7%, TNAP activation fold 1, Dynein transport 0.4, Insulin prom up 1.8, T cell modulator inactive, Dynein transport cytoplasmic EGFP 0.029, Dynein transport nuclear GR-EGFP 0.6, Dynein transport cell count -1.6, Insulin prom up cell count 837, Lipid droplet cells 6.5 µM 843, b-catenin transl cell count 5 µM 1044, T cell modulator vesicle-bound % 38, MT stabilize HCS Hoechst-high % 1.5, MT stabilize HCS cytotoxicity % 8.6 and Myeloid diff MLP GFP+ MAC1+ % 1.3.
Cn1c(SCC(=O)N2CCN(c3ccccc3)CC2)nnc1-c1c[nH]c2ccccc12 was read as MT stabilize HCS 7.2, Myeloid diff MLP inactive, PMI inhibitors -2%, TNAP activation fold 0.9, Dynein transport 0.28, Insulin prom up -0.98, T cell modulator inactive, Dynein transport cytoplasmic EGFP -0.16, Dynein transport nuclear GR-EGFP 0.41, Dynein transport cell count -0.31, Insulin prom up cell count 844, T cell modulator vesicle-bound % 18, MT stabilize HCS Hoechst-high % 1.7, MT stabilize HCS cytotoxicity % 0.9 and Myeloid diff MLP GFP+ MAC1+ % 4.3.
COC(=O)Cc1ccc2oc(-c3cccnc3)nc2c1 was read as MT stabilize HCS 1.3, Myeloid diff MLP inactive, b-catenin transl -1.6, PMI inhibitors -4%, TNAP activation fold 1.1, Dynein transport -0.32, Insulin prom up -0.3, T cell modulator inactive, Dynein transport cytoplasmic EGFP -0.22, Dynein transport nuclear GR-EGFP -0.11, Dynein transport cell count 0.24, Insulin prom up cell count 1195, b-catenin transl cell count 5 µM 1041, T cell modulator vesicle-bound % 22, MT stabilize HCS Hoechst-high % 2.3, MT stabilize HCS cytotoxicity % 7.9 and Myeloid diff MLP GFP+ MAC1+ % 0.2.
Screening CC1CC(=O)c2cnc(NCC3CCCO3)nc2C1 (stereo not drawn) returned MT stabilize HCS 4.1, Lipid droplet -6, Myeloid diff MLP inactive, PMI inhibitors 13%, TNAP activation fold 1.1, Dynein transport 1.9, Insulin prom up 0.34, T cell modulator inactive, Dynein transport cytoplasmic EGFP 0.9, Dynein transport nuclear GR-EGFP 1, Dynein transport cell count -0.36, Insulin prom up cell count 1210, Lipid droplet cells 6.5 µM 727, T cell modulator vesicle-bound % 55, MT stabilize HCS Hoechst-high % 3.5, MT stabilize HCS cytotoxicity % 6.4 and Myeloid diff MLP GFP+ MAC1+ % 0.3.
`O=C(Nc1nnc(-c2ccccc2)o1)NC1CCCCC1` gave MT stabilize HCS 3.1, Myeloid diff MLP inactive, b-catenin transl -4.5, PMI inhibitors 13%, TNAP activation fold 1.1, Dynein transport 0.021, Insulin prom up -0.45, T cell modulator inactive, Dynein transport cytoplasmic EGFP -0.22, Dynein transport nuclear GR-EGFP 0.66, Dynein transport cell count -0.18, Insulin prom up cell count 1280, b-catenin transl cell count 5 µM 1010, T cell modulator vesicle-bound % 9, MT stabilize HCS Hoechst-high % 2.2, MT stabilize HCS cytotoxicity % 5.7 and Myeloid diff MLP GFP+ MAC1+ % 0.9.
For CN(C)c1ncnc2c1ncn2C1OC(CO)C(O)C1O (stereo not drawn) the results were MT stabilize HCS 9.7, Lipid droplet -14, Myeloid diff MLP active, b-catenin transl 17, PMI inhibitors 14%, TNAP activation fold 1.1, Dynein transport -0.47, Insulin prom up -2, T cell modulator inactive, Dynein transport cytoplasmic EGFP -0.32, Dynein transport nuclear GR-EGFP -0.23, Dynein transport cell count 0.47, Insulin prom up cell count 539, Lipid droplet cells 6.5 µM 639, b-catenin transl cell count 5 µM 767, T cell modulator vesicle-bound % 36, MT stabilize HCS Hoechst-high % 3.6, MT stabilize HCS cytotoxicity % 3.7 and Myeloid diff MLP GFP+ MAC1+ % 12*.
COc1ccc2[nH]c(=O)c(CNc3ccccc3C)cc2c1 was read as Lipid droplet 39, Myeloid diff MLP inactive, b-catenin transl 0.2, Dynein transport 0.86, Insulin prom up -0.34, T cell modulator inactive, Dynein transport cytoplasmic EGFP -0.25, Dynein transport nuclear GR-EGFP 0.47, Dynein transport cell count -0.59, Insulin prom up cell count 1148, Lipid droplet cells 6.5 µM 777, b-catenin transl cell count 5 µM 1321, T cell modulator vesicle-bound % 28 and Myeloid diff MLP GFP+ MAC1+ % 0.9.
`CC(=O)c1c(C)[nH]c(C(=O)OCC(=O)Nc2ccc(Cl)cc2[N+](=O)[O-])c1C` gave MT stabilize HCS 2.4, Lipid droplet -16, Myeloid diff MLP inactive, b-catenin transl -2.2, PMI inhibitors 12%, TNAP activation fold 1, Dynein transport -0.59, Insulin prom up -4, T cell modulator inactive, Dynein transport cytoplasmic EGFP -0.22, Dynein transport nuclear GR-EGFP -0.26, Dynein transport cell count -0.13, Insulin prom up cell count 511, Lipid droplet cells 6.5 µM 579, b-catenin transl cell count 5 µM 1074, T cell modulator vesicle-bound % 9, MT stabilize HCS Hoechst-high % 1.2, MT stabilize HCS cytotoxicity % 11 and Myeloid diff MLP GFP+ MAC1+ % 3.4.
For CCn1cc(-c2cc(C(=O)O)on2)c(C)n1 the results were MT stabilize HCS 5.1, Lipid droplet 16, Myeloid diff MLP inactive, b-catenin transl 0.4, PMI inhibitors -18%, TNAP activation fold 1.1, Dynein transport -0.85, Insulin prom up 0.56, T cell modulator inactive, Dynein transport cytoplasmic EGFP 0.078, Dynein transport nuclear GR-EGFP -0.3, Dynein transport cell count 0.96, Insulin prom up cell count 1290, Lipid droplet cells 6.5 µM 734, b-catenin transl cell count 5 µM 1063, T cell modulator vesicle-bound % 41, MT stabilize HCS Hoechst-high % 1.2, MT stabilize HCS cytotoxicity % 3.4 and Myeloid diff MLP GFP+ MAC1+ % 0.0.

Compound activity deposited in PubChem by several laboratories.
